Screening results: PubChem BioAssay, several laboratories
Wee1 degr inh – Wee1 degradation inhibitors, primary screen, cell-based, HeLa, Wee1K328M-luciferase, luminescence; HeLa Luc-Wee1K328M stability; 100% = proteasome inhibitor MG132 effect; reporter increase, % at 5 µM; hit rate 1.2% among 220,000;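 active = activation above the mean of all tested compounds plus 3 SD, set per screening run, cut at about 8.8% in these data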;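 note: cells exposed to compound for 20 h before luminescence read; 0% = DMSO alone and 100% = MG132 at 30 µM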
MDM2 E3 inh – MDM2-luciferase reporter signal enhancers, primary screen, MDM2 E3 ligase inhibitor project, cell-based, luminescence, 1536-well | cell-based MDM2 ubiquitination luciferase reporter, 2 h; 0 = plate control, 100 = twice control, blank-subtracted | signal enhancement, % at 5 µM | hit rate 0.11% among 210,000 | AID 1230, 2008;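 active = signal enhancement of 30% or more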;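 note: luminescence tracks abundance of the self-degrading MDM2-luciferase fusion protein; higher signal means inhibition of MDM2 E3 ligase activity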
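Buffer or medium: Cells held in DMEM | Assay system: Stable mammalian line carrying autodegrading MDM2–luciferase fusion reporter | Quantity: 2000 cells/well | Times: 4 h settle plus 2 h compound, 37 °C | Doses: One concentration, 5 µM, with 0.2% DMSO | Technique: Luminescence with SteadyLite reagent, 15 min at room temperature | Benchmarks: Plate controls and plate blanks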
FXIa inh 1536 – human FXIa protease inhibitors, primary screen, biochemical, 1536-well; Coagulation factor XI (Homo sapiens), P03951; purified FXIa, Boc-Glu-Ala-Arg-AMC fluorogenic substrate; inhibition, % at 5 µM; hit rate 0.14% among 220,000;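 active = inhibition of at least 40%; inactive = inhibition below 40%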;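 note: fluorescence of freed AMC excited at 355 nm; 0% = enzyme without compound and 100% = no enzyme blank; many of its hits are not listed in these tables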
Target sequence (P03951 19-387 limits assumed): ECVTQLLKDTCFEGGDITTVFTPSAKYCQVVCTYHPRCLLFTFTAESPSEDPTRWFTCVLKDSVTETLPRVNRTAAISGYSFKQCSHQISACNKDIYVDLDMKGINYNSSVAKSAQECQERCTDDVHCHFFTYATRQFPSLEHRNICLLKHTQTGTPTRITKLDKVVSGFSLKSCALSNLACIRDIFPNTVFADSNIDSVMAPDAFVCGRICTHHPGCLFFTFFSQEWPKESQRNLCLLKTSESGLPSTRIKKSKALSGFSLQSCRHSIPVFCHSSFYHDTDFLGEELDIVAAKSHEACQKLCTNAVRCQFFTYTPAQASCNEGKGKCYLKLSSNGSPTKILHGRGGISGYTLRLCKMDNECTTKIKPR
Target sequence (P03951 388-625 limits assumed): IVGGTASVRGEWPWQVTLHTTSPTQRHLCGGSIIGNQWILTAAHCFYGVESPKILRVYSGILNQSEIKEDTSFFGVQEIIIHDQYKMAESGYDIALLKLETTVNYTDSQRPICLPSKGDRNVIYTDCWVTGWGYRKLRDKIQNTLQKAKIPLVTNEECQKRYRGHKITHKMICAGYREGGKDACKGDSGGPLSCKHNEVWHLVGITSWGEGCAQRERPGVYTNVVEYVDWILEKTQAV
hK5 inh – human KLK5 protease inhibitors, primary screen, biochemical, 1536-well. Kallikrein-5 (Homo sapiens), Q9Y337. recombinant hK5, fluorogenic AMC substrate cleavage. inhibition, % at 5 µM. hit rate 0.59% among 210,000. AID 873, 2007;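 active = inhibition of 40% or more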;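 note: 0% = enzyme controls without compound and 100% = no-enzyme blanks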
14-3-3 Bad inh – inhibitors of 14-3-3 zeta/Bad binding, primary screen, biochemical, TR-FRET, bovine 14-3-3 zeta; TR-FRET 14-3-3zeta/Dy647-pBad peptide displacement, 1 h; inhibition, % at 21.7 µM; hit rate 0.71% among 220,000; AID 781, 2007;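 active = inhibition above about 70%, limit read from the data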;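 note: 0% = full 14-3-3 plus peptide FRET controls and 100% = background without 14-3-3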
Rad51 HR inh – human RAD51 strand exchange inhibitors, primary screen, biochemical, fluorescence. DNA repair protein RAD51 homolog 1 (Homo sapiens), Q06609. hRad51 DNA strand exchange, fluorescence dequenching. inhibition, % at 10 µM. hit rate 0.085% among 200,000. AID 1385, 2008;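 active = inhibition above 40% at the single screening dose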;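 note: 0% = DMSO control wells and 100% = blanks with heterologous ssDNA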
Target sequence (Q06609 whole entry, looked up): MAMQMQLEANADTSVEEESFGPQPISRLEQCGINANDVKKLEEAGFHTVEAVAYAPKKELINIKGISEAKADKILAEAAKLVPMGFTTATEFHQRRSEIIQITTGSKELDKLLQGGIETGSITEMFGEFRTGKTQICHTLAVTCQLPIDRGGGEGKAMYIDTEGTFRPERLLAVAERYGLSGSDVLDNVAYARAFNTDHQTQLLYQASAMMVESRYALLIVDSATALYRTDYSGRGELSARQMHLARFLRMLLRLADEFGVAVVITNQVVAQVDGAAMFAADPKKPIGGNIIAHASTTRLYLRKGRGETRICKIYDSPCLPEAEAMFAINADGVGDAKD
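Test system – preformed human Rad51 ssDNA filaments · Reagent – Donor/quencher-labelled 47-bp dsDNA substrate · Incubation – 37 °C 15-min filament assembly, 30-min compound preincubation, 15-min exchange · Signal – FRET fluorescence dequenching, excitation 485 nm, emission 520 nm · Read-out – percent inhibition from fluorescence, normalised to plate control and blank means · Benchmarks – plate control and blank wells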
p97 ATPase inh – inhibitors of human p97 ATPase, primary screen, biochemical; Transitional endoplasmic reticulum ATPase (Homo sapiens), P55072; recombinant p97 ATPase, Kinase-Glo ATP luminescence, 3 h; inhibition, % at 8 µM; hit rate 0.42% among 220,000; in the data active = inhibition above about 15%;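 note: 0% = DMSO vehicle and 100% = wells lacking enzyme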
FXIIa inh – human FXIIa protease inhibitors, primary screen, biochemical, 1536-well | purified FXIIa, Boc-QGR-AMC fluorogenic substrate, 2 h | inhibition, % at 5 µM | hit rate 0.3% among 220,000 | Coagulation factor XII (Homo sapiens), P00748; in the data active = inhibition above about 40%;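 note: 0% = enzyme with no compound and 100% = blank without enzyme; many of its hits are not listed in these tables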
eIF4E 4G PPI – eIF4E–eIF4G protein interaction inhibitors, primary screen, biochemical, uHTS, TR-FRET, eIF4GI fragment; TR-FRET eIF4E-eIF4GI(517-606) binding, 2 h; inhibition, % at 21.7 µM; hit rate 0.37% among 220,000;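 active = inhibition above about 30%, limit read from the data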;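 note: 0% = full FRET control wells and 100% = background wells lacking eIF4GI fragment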
An asterisk follows results filed as active; . = not tested or not shown; [ ] = remark or other dose.

Structure,Wee1 degr inh,MDM2 E3 inh,FXIa inh 1536,hK5 inh,14-3-3 Bad inh,Rad51 HR inh,p97 ATPase inh,FXIIa inh,eIF4E 4G PPI
Nc1nc2ccccc2n1/N=C/c1ccc(Br)cc1,5,-17,19,23,-5,-1,-7,21,1
O=C(NCCc1ccccc1)c1ccc2nc(-c3ccco3)c(-c3ccco3)nc2c1,0,-25,14,-85,18[fluorescence artefact?],-2,4,13,18[fluorescence artefact?]
Cc1ccsc1/C=N\Nc1cn[nH]c(=O)c1Cl,4,-14,-4,-1,6,-17,3,-2,3
COC(=O)c1cn(CC(=O)Nc2ccc(F)cc2)c2ccccc12,0,8,4,1,-13,8,2,9,1
CCCCc1cn([C@@H](CCCCN)C(=O)N2CCNCC2)nn1,0,.,0,3,33,-11,4,9,-1
CSc1nc2nc(-c3ccccc3)cc(=O)n2[nH]1,-3,-21,-4,-2,79*,-9,-5,2,-8
CC(C)Cn1c(N)cc(=O)n(C)c1=O,-1,2,-3,1,-2,-3,2,4,0
CC1CCCN(c2ccc(C(=O)NCCc3ccccc3)cn2)C1 (stereo not drawn),1,-36,3,9,1,3,1,1,4[fluorescence artefact?]
Nn1c(-c2cccs2)nc2sc3c(c2c1=O)CCCC3,1,-15,5,-8,9,-3,-8,16,0
CCOC(=O)CC1C(=O)NCCN1S(=O)(=O)c1cc(Cl)c(Cl)cc1Cl (stereo not drawn),-3,-8,-11,19,11,4,-6,-1,-3
CN1c2ccccc2C(C)(C)[C@]12C=Cc1cc(O)ccc1O2,0,-1,-5,-2,-9[fluorescence artefact?],-1,-1,11,4[fluorescence artefact?]
COc1cc(Cl)c(S(=O)(=O)NCc2cccnc2)cc1Cl,0,-16,-3,17,6,3,4,-5,0
O=C(C1=NNCC1c1ccccc1)C1OC1c1ccccc1 (stereo not drawn),2,-7,31,22,-3,-1,-5,28,5
CCOc1cccc(C2C(C(=O)c3ccc(C)o3)=C(O)C(=O)N2c2nccs2)c1 (stereo not drawn),-1,-17,7,-5,48,-97,5,8,-5
O=C(Cc1ccc(-c2ccccc2)cc1)N1CCOCC1,-3,-11,-2,-3,11,0,0,-5,3[fluorescence artefact?]
C=CCOC(=O)Nc1ccc(Cl)cc1NC(=O)OCC=C,-2,-18,5,-8,-7,-3,2,17,2
O=C(NCc1ccco1)c1cccn2c(=O)c3cc4ccccc4cc3nc12,0,-20,3,-15,25[fluorescence artefact?],.,0,1,-56
O=C(COC(=O)Cn1cnc2ccccc21)NCc1ccc(F)cc1,1,-18,-4,-5,-4,0,-6,1,-3
COc1ccc(N2C(=O)CC(N(CCc3ccc(OC)c(OC)c3)C(=S)Nc3ccccc3)C2=O)cc1 (stereo not drawn),0,10,4,-9,4,-1,4,9,17[fluorescence artefact?]
CN(C)c1ccc(N/C=C/C(=O)C(F)(F)F)cc1,-3,-10,-5,-4,-8,-14,2,5,7
CCN(CC)C(=O)CSc1nc2cc3c(cc2c(=O)n1Cc1ccc2c(c1)OCO2)OCO3,0,-2,22,-4,-1[fluorescence artefact?],4,7,-10,-9[fluorescence artefact?]
Cc1c(C2OC(=O)C3(CCCCC3)C(=O)C2(C)C)c(=O)n(-c2ccccc2)n1C (stereo not drawn),-1,10,2,-5,-3[fluorescence artefact?],-2,7,4,-9[fluorescence artefact?]
CCOc1ccc(S(=O)(=O)NCc2cccs2)cc1,0,-1,-4,-13,9,8,-4,3,-2
O=C(Nc1ccc2c(c1)OCO2)c1cnn2c(C(F)(F)F)cc(-c3ccco3)nc12,1,-3,10,2,-11,8,1,28,0
O=C(O)c1ccc(N/N=C/C2=C(N3CCOCC3)C(=C\c3ccccc3)/CC2)cc1,1,-10,3,2,-2,-99,6,11,3
C=CCNc1nc(NCC)nc(N2CCOCC2)n1,-3,1,6,-6,-9,3,2,21,6
COc1ccc(S(=O)(=O)N2CCCCCC2)cc1NC(=O)Cc1ccccc1,-2,-8,-3,-4,-3,-2,-6,3,-2
O=C(Nc1ccc2snnc2c1)Nc1cccc2ccccc12,1,-26,18,3,-11,2,3,22,-2
CNC(=S)Nc1cc(C(=O)N2CCCC2)ccc1N1CCCC1,1,9,-5,-10,-7,6,-1,4,-5
O=C(Nc1nc2c(s1)CCCC2)c1cc2n(n1)C(C(F)(F)F)CC(C1CC1)N2 (stereo not drawn),15*,-20,0,14,12,-1,-1,10,-9

3 successive records from above, quoted:
Structure,Wee1 degr inh,MDM2 E3 inh,FXIa inh 1536,hK5 inh,14-3-3 Bad inh,Rad51 HR inh,p97 ATPase inh,FXIIa inh,eIF4E 4G PPI
Nc1nc2ccccc2n1/N=C/c1ccc(Br)cc1,5,-17,19,23,-5,-1,-7,21,1
O=C(NCCc1ccccc1)c1ccc2nc(-c3ccco3)c(-c3ccco3)nc2c1,0,-25,14,-85,18[fluorescence artefact?],-2,4,13,18[fluorescence artefact?]
Cc1ccsc1/C=N\Nc1cn[nH]c(=O)c1Cl,4,-14,-4,-1,6,-17,3,-2,3

(listing goes on)
Structure,Wee1 degr inh,MDM2 E3 inh,FXIa inh 1536,hK5 inh,14-3-3 Bad inh,Rad51 HR inh,p97 ATPase inh,FXIIa inh,eIF4E 4G PPI
Cn1c2c(c(=O)n(C)c1=O)CN(CCN1CCNCC1)CN2,0,-8,9,3,-8,2,1,4,8
C1COCCNCCOCCOCCOCCN1,3,-2,5,-10,-7[fluorescence artefact?],25,3,10,18
Cc1ccc2nc(-c3ccccc3)nc(SC(C)C(=O)NCc3cccs3)c2c1 (stereo not drawn),2,1,0,-43,1,.,-7,10,-6
O=C(OCCN(CCOC(=O)c1ccncc1)S(=O)(=O)c1cccs1)c1ccncc1,-1,-7,4,-32,-5[fluorescence artefact?],0,6,6,-10
Cc1cccc(OCCCC(=O)Nc2nc3ccccc3[nH]2)c1,2,-5,-13,-7,0,-3,-6,6,-2
Cc1nn(-c2ccc(Cl)cc2Cl)c(=O)c2ccccc12,-1,-6,-3,21,2[fluorescence artefact?],-2,2,5,-2[fluorescence artefact?]
COc1ccc(Nc2nc(-c3c(C)nc4ncccn34)cs2)cc1,0,-9,2,5,1,-9,-3,10,-3
O=C(c1cn(-c2ccccc2)nc1-c1ccc(F)cc1)N1CCOCC1,1,4,7,5,-2,5,-3,19,0
CCOC(=O)C(NC(=O)Nc1ccc(C(N)=O)cc1)(c1ccccc1)C(F)(F)F (stereo not drawn),3,-6,-2,-12,-5,-11,3,8,5
CN(CCc1cnn(C)c1)C(=O)CCc1nnc(CCCc2ccccc2)o1,5,-4,-1,-1,-5,-1,2,6,2
O=C(Nc1nc2c(s1)CCCC2)c1cc(-c2ccccc2)nc2ccccc12,-2,6,1,-9,3,-1,1,3,21
CCOc1cc(C=O)cc(Br)c1OCC(N)=O,1,-6,-2,-12,2,16,2,-2,1
O=C(c1nc(SCc2ccc([N+](=O)[O-])cc2)n2ccccc12)C(F)(F)F,-1,-9,4,2,-1,19,3,10,-1
Cc1cc(C)nc(S/C=C/C(=O)c2ccc(F)cc2)n1,-2,59*,-7,-5,-1,-10,-7,0,3
Nc1cc(OC(=O)c2ccccc2Br)nn1S(=O)(=O)c1ccccc1,-1,-9,-2,6,21,.,2,1,-8
CC(C)NCC#CCOc1ccc(Cl)cc1,1,-9,-7,-25,20,9,-1,-7,2
CC(C)CCNC(=O)CC1C(=O)N(Cc2ccccc2)C(C)c2nc3ccccc3n21 (stereo not drawn),2,-15,8,-5,-1,3,-6,20,6
CC(C)(C)NS(=O)(=O)c1ccc(/C=C/C(=O)O)cc1,-3,-8,0,10,-8,.,7,10,1
CN1C(=O)CC(Nc2cccc3cccc(N)c23)C1=O (stereo not drawn),-2,1,-4,1,-3,-4,7,7,2
CCN=c1sc(C(=O)OC)cc(=O)n1CC,-1,-19,4,-10,7,-5,-5,12,2
O=C(CCc1ccc(S(=O)(=O)N2CCOCC2)cc1)Nc1cc(Cl)ccc1N1CCOCC1,-3,-7,3,-4,3,11,2,14,1
COc1cc(C2C(C#N)=C(N)Oc3n[nH]c(-c4cccs4)c32)cc(OC)c1O (stereo not drawn),6,6,3,21,-13,.,4,13,-2
O=C(O)c1ccccc1-c1cn2cc(Cl)ccc2n1,1,-12,-6,-12,4,9,-8,1,-3
Clc1cccc(-c2nc(-c3ccccn3)no2)c1,-1,-40,1,-7,4,-2,-18,15,7
CCn1cc([N+](=O)[O-])c(C(=O)Nc2ccn(Cc3ccccc3)n2)n1,0,0,2,-16,-9,-1,-4,3,1
COc1ccccc1-c1nn(Cc2ccccc2)cc1/C=C/C(=O)O,1,7,-4,-3,3,-7,2,2,1
O=C(CCCN1C(=O)/C(=C\c2cccs2)SC1=S)Nc1cccnc1,-1,-16,4,-14,-15[fluorescence artefact?],6,1,9,4[fluorescence artefact?]
